# HTT aggregate – mutant huntingtin aggregation inhibition; 220,000 compounds, 1.1% hits; PC12 HttQ103-GFP aggregates, Acumen cytometry, 40 h; Potency, µM (titrated, usually from 46.1 µM), for the others: at the highest dose activity change, negative = inhibition, hits mostly inhibitors; note: potency is the fitted concentration of half-maximal effect; % is set by controls: 0 for no effect and ±100 for the full control effect; nearly all actives have a fitted effect of over 60% in size
#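 Aggregate formation scored by laser-scanning cytometer (488 excitation, 500–530 emission) in lysed PC12 cells expressing Q103-GFP after 100 nM tebufenozide induction; library tested in dose series, with ATPLite reagent added in the multiplex.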
# CBFb RUNX1 block – blocks binding between human CBF-beta and RUNX1. Potency, µM (doses to about 59.8 µM), for the others: at the highest dose activity, negative = inhibition, usual class: inhibitors. 230,000 tested, under 10 active. AlphaScreen CBFb-His/RUNX1-biotin binding, biochemical. Q01196+Q13951. AID 1477; note: % of control where 0% means no effect
# Target sequence (Q01196 whole entry, looked up): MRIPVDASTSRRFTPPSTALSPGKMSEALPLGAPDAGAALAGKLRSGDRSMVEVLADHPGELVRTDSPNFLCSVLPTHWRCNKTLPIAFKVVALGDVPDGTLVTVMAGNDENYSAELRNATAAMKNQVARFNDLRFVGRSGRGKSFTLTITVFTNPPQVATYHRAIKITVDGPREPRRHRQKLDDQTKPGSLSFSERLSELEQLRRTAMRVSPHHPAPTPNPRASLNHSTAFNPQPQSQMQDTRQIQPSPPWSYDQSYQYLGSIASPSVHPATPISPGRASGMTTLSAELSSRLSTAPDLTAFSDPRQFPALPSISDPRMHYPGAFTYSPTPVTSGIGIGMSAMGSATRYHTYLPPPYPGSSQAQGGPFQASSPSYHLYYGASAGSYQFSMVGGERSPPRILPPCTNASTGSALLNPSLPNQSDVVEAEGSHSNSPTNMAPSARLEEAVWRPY
# Target sequence (Q13951 whole entry, looked up): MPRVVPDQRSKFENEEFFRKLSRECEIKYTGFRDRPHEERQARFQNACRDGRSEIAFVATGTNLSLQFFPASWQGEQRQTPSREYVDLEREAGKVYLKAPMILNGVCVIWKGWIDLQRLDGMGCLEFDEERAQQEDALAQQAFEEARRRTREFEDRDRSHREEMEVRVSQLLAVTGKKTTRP
#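 CBF-beta (His) and RUNX1 (biotin), 30 nM each; 20 min preassociation; + compound, 15 min; + beads 50 ng each (Ni, streptavidin), 90 min; RT; AlphaScreen read.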
# GAA inh – alpha-glucosidase (human) inhibition; purified human GAA, 4-MU-alpha-glucoside fluorescence; Potency, µM (top dose mostly 76.9 µM), inactives show top-dose activity change, negative = inhibition, actives largely listed as inhibitors; 200,000 compounds, 0.005% hits; AID 1466;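 note: potency is the fitted concentration of half-maximal effect; plate controls were uninhibited enzyme wells for no effect and no-enzyme background for full effect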
#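 Enzyme (4 nM final) mixed with compound (up to 77 uM), then 4-MU-alpha-D-pyranoside (400 uM final) added; 20 min at room temperature, pH 5.0. Reaction stopped at pH 10, fluorescence read, AC50 derived by Hill fit.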
# aGlu spleen mod – inhibitors or activators of human alpha-glucosidase in spleen homogenate; Potency, µM (top dose mostly 79.9 µM), without a hit: top-dose activity change, negative = inhibition, most hits filed as inhibitors; P10253; human spleen homogenate, 4-MU-alpha-glucoside fluorescence; 240,000 compounds, 0.006% hits;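 note: potency is the fitted concentration of half-maximal effect; 0% = enzyme with vehicle and -100% = no enzyme basal signal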
#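 Enzyme source: human spleen homogenate, 1 ug/well. Buffer 50 mM citric acid/K phosphate pH 5.0, 0.01% Tween-20. 4-MU-alpha-glucoside 1 mM; 37 C x 40 min; NaOH/glycine stop; fluorescence.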
# Lamin A splicing – LMNA splicing modulation; HeLa LMNA splicing GFP/RFP minigene ratio, 48 h; Potency, µM (highest dose often 46.1 µM), without a hit: top-dose ratio change, negative = inhibition, usual class: inhibitors; 200,000 compounds, 0.01% hits; active = well fitted inhibition curve with a large enough effect in the signal ratio, with a control signal flat, not every such curve was filed as active; inconclusive = small, poorly fitted or top-dose-only effect, or effect the other way, or a change in a side signal; the % refers to the signal ratio; note: potency is the fitted concentration of half-maximal effect; % is set by controls: 0 for no effect and ±100 for the full control effect
#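 S3 HeLa cells stably expressing lamin A-EGFP splicing minigene plus DsRed2, 600 cells/well, 48 h compound exposure at 37C. Laser-scanning cytometry; analysed as GFP (500-530 nm)/RFP (575-640 nm) total intensity ratio; 0.5% DMSO vehicle.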
# HTT cytoprotect – Huntington cell model cytoprotection by ATP luminescence; Potency, µM (highest dose often 56.4 µM), for the others: cytoprotection (ATP increase), usual class: activators; PC12 HTT-Q103 induced, cytoprotection, ATP luminescence, 40 h; 230,000 compounds, 0.14% hits;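 note: potency is the fitted concentration of half-maximal effect; % of control where 0% means no effect; nearly all actives have a fitted effect of over 45% in size; toxic huntingtin expression switched on by the ecdysone agonist tebufenozide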
#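 Compounds added alongside 100 nM tebufenozide, which induces toxic Q103 huntingtin exon 1-GFP in stable PC12 cells; surviving cells quantified by luminescent ATP measurement. Medium: phenol red-free DMEM, 5% equine and 5% calf serum.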
# GAA glycogen – alters human alpha-glucosidase cleavage of glycogen; P10253; recombinant GAA, glycogen substrate, Amplex Red glucose oxidase fluorescence; Potency, µM (series often up to 76.4 µM), without a hit: at the highest dose activity change, negative = inhibition, most hits filed as inhibitors; 300,000 compounds, 0.38% hits;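 note: potency is the fitted concentration of half-maximal effect; 0% = full enzyme reaction and -100% = no-enzyme basal signal; the screen sought inhibitors and activators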
#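 Recombinant human enzyme (4 nM); glycogen substrate; 37 C, 40 min, pH 5.0. Readout: coupled glucose oxidase/Amplex Red fluorescence.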
# Numbers without * were called inactive; ? = inconclusive; · = no result given; [ ] = dose if it differs, or a comment. Unless noted, calls come from the whole dose curve; as a rule, active = well fitted curve in the direction sought with a large enough effect; inconclusive = small, poorly fitted or top-dose-only effect, or another doubt; inactive = no such curve, though single readings can be large; an effect the other way counts as inactive or inconclusive. This is a random part of the collection. About 1.5% of those tested had a hit in this group.
# Order of values: HTT aggregate, CBFb RUNX1 block, GAA inh, aGlu spleen mod, Lamin A splicing, HTT cytoprotect, GAA glycogen
- COc1ccc(Cl)cc1C(=O)Nc1nc2ccc(S(C)(=O)=O)cc2s1
  -6.2%, 2.8%, ?, 0.1%, ·, -39.9%[inhibitor], 4.3%
- COC(=O)[C@H]1CC=C[C@H]2CCN(Cc3ccc(Cl)c(Cl)c3)C(=O)[C@@H]12
  ·, 10.3%[89.1 µM], ·, 4.2%[119 µM], ·, 5.0%, ·
- CCOC(=O)Cn1c(=O)oc2cc(S(=O)(=O)Nc3ccc(N(CC)CC)cc3C)ccc21
  ?, -14.5%, -14.8%, 7.7%, -22.8%, -22.4%, -1.5%
- CCCC(=O)OC1CC(C)N(C(=O)c2ccccc2)c2ccc(C)cc21 (stereo not drawn)
  5.5%, 2.5%, 0.3%, -1.5%, -21.2%, 5.1%[1.9 µM], -2.6%
- CC(C)OC(=O)c1ccc(N2C(=O)C3CC=CCC3C2=O)cc1 (stereo not drawn)
  10.9%, 3.7%, -2.2%, -1.7%, 0.9%, 25.5%, -1.2%
- CCC1Sc2ccccc2N(CC(=O)NC2CCCC2)C1=O (stereo not drawn)
  -24.8%, -1.7%, 1.8%, -3.5%, 9.4%, -6.1%[10 µM], -2.3%
- CCCN(CCC)C(=O)C1CC(=O)OC12CCCCC2 (stereo not drawn)
  ·, 1.0%, 10.4%, 6.6%, 9.1%[46 µM], ·, -8.2%
- Cc1cc(C)nc(NS(=O)(=O)c2ccc(NC(=O)c3ccc4c(c3)OCO4)cc2)n1
  7.2%[9.22 µM], -1.9%, -7.8%, 10.0%, 5.1%, -0.5%[10 µM], -6.5%
- CCNc1nc(Oc2ccc(C(=O)OC)cc2)nc(N2CCOCC2)n1
  12.1%[9.22 µM], 13.1%, ·, -4.8%, ·, 2.8%[10 µM], 4.6%
- CCO[C@H]1OC(C(=O)NCc2ccccc2)=C[C@@H](c2coc3ccccc3c2=O)[C@@H]1CCCO
  11.6%[9.22 µM], -2.3%, ·, 3.6%, ·, 11.4%[10 µM], 13.8%
- N#Cc1cc(-c2ccccc2)c[nH]c1=O
  -10.1%, 20.7%, ?, 12.8%, -12.1%, -8.7%[10 µM], 8.3%
- O=C1c2ccc([N+](=O)[O-])cc2C(=O)N1CNc1ccccn1
  -0.6%, 2.3%, -0.8%, -0.6%, ·, 8.9%, 6.6%
- COc1ccc(-c2cc(-c3ccc(OC)cc3)nc(-c3ccc4c(c3)NC(=O)CO4)c2)cc1
  0.6%, -1.2%, -2.1%, -3.7%, 20.6%, -64.3%[inhibitor], 3.2%
- CCCN(Cc1ccccc1)C(=S)Nc1ccc(F)cc1
  -14.2%, 5.2%, -2.0%, ·, ·, -32.4%[inhibitor], 2.7%
- O=c1[nH]c2cc(Cl)cc(Cl)c2[nH]c1=O
  -8.2%, 3.2%, ?, -0.1%, 9.3%, 0.0%, 0.8%

# (next part)
# Order of values: HTT aggregate, CBFb RUNX1 block, GAA inh, aGlu spleen mod, Lamin A splicing, HTT cytoprotect, GAA glycogen
- Cc1ccc(C(=O)N/N=C\c2ccc(OC(=O)c3cccs3)cc2)cn1
  -17.7%, -1.4%, 2.3%, 6.4%, -7.8%, 27.1%[10 µM], -1.0%
- CCOC(=O)c1cc(C(C)(C)C)nc(SC)c1C#N
  -6.3%[9.22 µM], 23.9%, 0.7%, -2.0%, ·, -15.3%[10 µM], -16.0%
- CCOC(=O)CSc1nc(N)c(C#N)c(CC(C)C)c1C#N
  6.1%, 2.7%, -8.9%, -3.9%, -1.0%, 12.3%[10 µM], -0.9%
- Cc1ccc(-n2c(C)cc(C)c(C#N)c2=O)cc1
  14.1%, 20.2%, -4.3%, -12.0%, ?, -11.1%[10 µM], 4.7%
- O=C(CCc1nc2ccccc2c(=O)[nH]1)Nc1ccc(F)c([N+](=O)[O-])c1
  ?, -29.3%, -3.0%, -6.6%, ·, -10.2%, 2.9%
- CC(C)c1ccc(C(=O)Nc2ccc(N3CCOCC3)cc2)cc1
  6.1%, -1.5%, 0.3%, -3.5%, ?, -7.3%, 14.8%
- CC(C)COc1nc2c(c(=O)n(C)c(=O)n2C)n1C
  0.9%[9.22 µM], -4.0%, ·, -4.0%, ·, 9.9%[10 µM], 0.5%
- CCOC(=O)c1c(NC(=O)CN2CCN(C(=O)c3ccco3)CC2)sc(C(N)=O)c1C
  22.0%, 3.9%, -3.7%, -1.4%, ·, -15.9%, 5.1%
- Cc1c(NC(=O)Cn2nc(C(=O)O)c3ccccc3c2=O)c(=O)n(-c2ccccc2)n1C
  5.2%, 7.9%, 1.5%, -4.6%, -0.3%, 7.6%[10 µM], -10.1%
- O=C(Cn1c(O)c(/C=C2\C=Nc3ccc(Br)cc32)sc1=O)N1CCCC1
  2.1%, -11.7%, -10.4%, -5.6%, ?, -5.9%, 4.9%
- O=C(c1cnc2ccc3ccccc3c2c1)c1cc(F)ccc1O
  -2.2%[9.22 µM], -27.5%, ·, -5.1%, ·, -43.0%[10 µM], -1.0%
- CCc1n(CC(O)COCC2CC=CCC2)c2ccccc2[n+]1C (stereo not drawn)
  14.2%[9.22 µM], 7.6%, ?, 3.1%, ?, 22.7%[10 µM], 13.2%
- CC(C)Cc1nnc(NS(=O)(=O)c2ccc(Cl)cc2)s1
  6.1%, -6.6%, 2.5%, -10.9%, -8.2%, -4.0%[10 µM], -3.4%
- COc1ccc(-c2nc(CSCC(=O)N3CCC(C(N)=O)CC3)c(C)o2)cc1OC
  ?, 1.5%, 1.5%, -0.4%, -7.7%, -7.3%, -1.2%
- Cc1c(Cl)c([N+](=O)[O-])nn1CC(=O)NCc1cccnc1
  4.8%[9.22 µM], 1.4%, -4.2%, 3.4%, 11.8%[46 µM], 7.6%[10 µM], -3.1%

# The results go on:
Structure | HTT aggregate | CBFb RUNX1 block | GAA inh | aGlu spleen mod | Lamin A splicing | HTT cytoprotect | GAA glycogen
CC(C)S(=O)(=O)c1cnc(-c2cccnc2)nc1N | 6.9%[9.22 µM] | -0.3% | · | 1.6% | · | 23.1%[10 µM] | 7.8%
c1ccc2c(c1)OC(CCCN1CCCCC1)c1ccccc1S2 (stereo not drawn) | 4.1% | -0.9% | -5.1% | -8.3% | -14.5% | 11.4%[10 µM] | 1.1%
CCCCNC(=O)Cn1c(=O)oc2cc(S(=O)(=O)N3CC(C)CC(C)C3)ccc21 (stereo not drawn) | -14.5% | 2.0% | -1.5% | -6.3% | -18.0% | -11.8% | 2.8%
CCOc1ccc(C(C)=O)cc1CSc1nnc(-c2ccncc2)n1CCOC | 13.8% | ? | 5.5% | -1.8% | -8.1%[46 µM] | -34.2%[inhibitor] | 6.9%
CCc1ccc(C(=O)/C=C2\Sc3ccccc3NC2=O)cc1 | 14.1% | 0.2% | -12.8% | 2.3% | -5.1% | -11.5%[10 µM] | ?
NC(=O)c1ccsc1NC(=O)COC(=O)C1CCCN1C(=O)c1cccs1 (stereo not drawn) | -6.3%[9.22 µM] | -13.1% | ? | -8.4% | 9.8% | -1.2% | -12.4%
CC(NC(=O)c1cc2ccccc2o1)c1ccccc1 (stereo not drawn) | -9.9%[9.22 µM] | 4.9% | 0.0% | 8.9% | ? | 10.1%[10 µM] | -10.7%
CCn1cc(/C=C/C(=O)Nc2ccc(C)cc2Br)cn1 | -19.9% | 5.3% | -4.1% | 3.3% | ? | 29.3%[10 µM] | 8.8%
CC(C)N=C1NN=C(c2ccc(F)cc2)CS1 | -30.6% | -2.9% | -2.3% | -10.1% | · | -68.4%[inhibitor] | 2.1%
Cc1cc(=O)oc(C)c1C(=O)NCc1c(F)cc(F)cc1F | 3.5% | 18.7% | 0.7% | -3.1% | -6.3% | -0.4%[10 µM] | 3.1%

# Going on with the list:
Structure | HTT aggregate | CBFb RUNX1 block | GAA inh | aGlu spleen mod | Lamin A splicing | HTT cytoprotect | GAA glycogen
CC1CCC2C(=O)N3C(CCC(C)[C@H]3c3cccc(N4CCCC4=O)c3)C(=O)N2C1c1cccc(N2CCCC2=O)c1 (stereo partly drawn) | · | -15.4%[13.1 µM] | · | -1.2%[17.4 µM] | · | -12.9%[10 µM] | ·
CC(C(=O)NCCN1C(=O)S/C(=C\c2cccs2)C1=O)N1C(=O)c2ccccc2C1=O (stereo not drawn) | -5.1% | -0.4% | -11.8% | -3.5% | -3.8% | -4.4%[10 µM] | 8.0%
COCC(=O)N(Cc1nc2sc(C)c(C)c2c(=O)[nH]1)C1CCCCC1 | -17.3%[9.22 µM] | 9.8% | · | 0.5% | · | 6.4%[10 µM] | ?
CCOC(=O)c1ccc(NC(=O)c2nc[nH]c2C(=O)N[C@@H](CCCCNC(=O)OC(C)(C)C)C(=O)OC(C)(C)C)cc1 | 0.5%[9.22 µM] | 9.0% | · | -5.0% | · | 7.9%[10 µM] | -16.1%
CCCCCCCCCCn1cc(C(C)=O)c(=O)[nH]c1=O | -24.9% | -0.5% | ? | -1.2% | -4.8% | -8.4% | 0.2%
O=C1CC(c2ccccc2)CC(O)=C1C=NCCN1CCN(C(=S)Nc2cccc(Cl)c2)CC1 (stereo not drawn) | 7.3% | 0.1% | 7.1% | -9.8% | 0.7% | -13.6% | -6.9%
CCOc1ccc(CN(C)CC(=O)Nc2ccc3c(c2)CCC3)cc1OC | 10.7% | 2.3% | -3.5% | 3.4% | -25.4%[46 µM] | 10.3%[10 µM] | 2.4%
CC(=O)Nc1ccc(S(=O)(=O)Nc2nc3ccccc3nc2Nc2ccc3ccccc3c2)cc1 | 22.9% | 4.2% | ? | 7.8% | ? | -18.9%[10 µM] | 15.6%
Cc1ccc(NC(=O)C(C)C(=O)Nc2ccc(C)cc2)cc1 | -7.1% | 5.3% | -0.7% | -0.4% | · | -19.5% | 5.2%

# Assay outcomes: PubChem, National Center for Advancing Translational Sciences (NCATS)
